Assay outcomes as filed in PubChem BioAssay.
TCR-CD3 inh: human TCR-CD3 binding inhibition | TAMRA-labeled TCR probe fluorescence, biochemical | inhibition, % at 9.4 µM | 360,000 tested, 0.37% active; in the data active = inhibition above about 19%;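 also: recombinant mutant TCR 2C K166C tagged with TAMRA read by polarization; 0% = receptor in buffer alone and 100% = receptor with positive control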
SIAE primary: blocks human sialic acid acetylesterase; inhibition, % at 9.66 µM; Q9HAT2; 370,000 tested, 0.69% active; AID 1053197; SIAE FP-Rh probe binding, fluorescence polarization;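 active = inhibition above a cutoff: mean of compounds within the control limits plus 3 SD of those, cut at about 17% in these data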;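 also: 0% = plate median of compound wells and 100% = probe without SIAE protein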
ABHD4 inh: inhibits mouse alpha/beta hydrolase domain 4. Q8VD66. purified mABHD4, FP-Rh probe fluorescence polarization. inhibition, % at 8.92 µM. 370,000 tested, 0.54% active;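 active = inhibition exceeding the mean over every tested compound plus 3 SD, cut at about 30% in these data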;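 also: 0% = plate median of compound wells and 100% = S159A mutant with DMSO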
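Material: mouse ABHD4 enzyme, wild type; Benchmarks: S159A mutant high control, sample median low control; Buffer or medium: HEPES pH 7.0, NaCl, Pluronic buffer; Signal: fluorescence polarization; Read-out: percent inhibition of probe binding, normalized to plate controls; Timing: pre-incubation 45 min, probe exposure 60 min, at 25 °C; Dosing: 8.92 µM, single dose.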
rCAG binder: molecules binding r(CAG) RNA repeats | r(CAG) RNA repeat, TO-PRO-1 dye displacement fluorescence | inhibition, % at 3 µM | 370,000 tested, 1.3% active;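 active = inhibition above the plate cutoff, the mean of all test compounds on that plate plus 3 SD, cut at about 35% in these data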;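 also: 0% = DMSO alone and 100% = 100 µM mitoxantrone as full dye displacement; higher means more dye released from RNA so lower well fluorescence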
PG9 Ab binder: binds the HIV-1 gp120 antibody PG9; TR-FRET gp120-PG9 antibody binding; inhibition, % at 6.7 µM; 360,000 tested, 0.43% active; AID 624416; in the data active = inhibition above about 8.5%
TDP2 absorb: TDP2 (human) inhibition, absorbance primary screen; AID 720702; inhibition, % at 12.8 µM; O95551; recombinant TDP2, T5PNP hydrolysis, p-nitrophenol absorbance 415 nm; 370,000 tested, 0.34% active;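 active = inhibition above the mean of all tested compounds plus 3 SD, set per campaign, cut at about 25% in these data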;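 also: 0% = DMSO with enzyme and 100% = buffer with substrate but no TDP2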
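Assay system: recombinant human TDP2 / Reagent: T5PNP substrate at 5 mM, a TopII-DNA adduct mimic / Measured by: epi absorbance from released p-nitrophenol / Evaluation: % inhibition relative to enzyme-containing and enzyme-free wells / Control set: enzyme-free and DMSO wells / Replicates: each compound tested once, singlicate / Schedule: enzyme reaction with compound for 2 h at 37 °C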
HTRA1 inh: blocks human HTRA1 serine peptidase; Q92743; recombinant HTRA1, FP-rhodamine activity-based probe, fluorescence polarization; inhibition, % at 5.96 µM; 340,000 tested, 0.5% active; in the data active = inhibition above about 36%;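 also: 0% = enzyme with DMSO and 100% = wells lacking enzyme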
Target sequence (Q92743 whole entry, looked up): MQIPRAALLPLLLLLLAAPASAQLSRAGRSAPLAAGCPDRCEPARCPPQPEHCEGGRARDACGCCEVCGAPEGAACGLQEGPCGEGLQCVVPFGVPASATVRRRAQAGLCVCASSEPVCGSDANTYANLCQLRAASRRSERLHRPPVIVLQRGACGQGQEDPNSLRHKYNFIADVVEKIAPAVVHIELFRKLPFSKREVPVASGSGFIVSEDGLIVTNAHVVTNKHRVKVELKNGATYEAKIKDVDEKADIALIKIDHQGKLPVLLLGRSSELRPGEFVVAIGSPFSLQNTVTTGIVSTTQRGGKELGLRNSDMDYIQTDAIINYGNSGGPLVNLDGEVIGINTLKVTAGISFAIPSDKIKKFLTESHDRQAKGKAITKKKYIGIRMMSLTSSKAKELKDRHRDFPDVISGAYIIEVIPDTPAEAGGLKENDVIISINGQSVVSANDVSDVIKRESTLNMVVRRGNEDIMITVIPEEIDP
PRMT1 FP inh: inhibitors of human PRMT1; Q99873; recombinant PRMT1, activity-based probe fluorescence polarization; inhibition, % at 2.79 µM; 370,000 tested, 1.3% active; AID 652257;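 active = inhibition above about 21% made by adding two undisclosed values, limit read from the data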
Target sequence (Q99873 whole entry, looked up): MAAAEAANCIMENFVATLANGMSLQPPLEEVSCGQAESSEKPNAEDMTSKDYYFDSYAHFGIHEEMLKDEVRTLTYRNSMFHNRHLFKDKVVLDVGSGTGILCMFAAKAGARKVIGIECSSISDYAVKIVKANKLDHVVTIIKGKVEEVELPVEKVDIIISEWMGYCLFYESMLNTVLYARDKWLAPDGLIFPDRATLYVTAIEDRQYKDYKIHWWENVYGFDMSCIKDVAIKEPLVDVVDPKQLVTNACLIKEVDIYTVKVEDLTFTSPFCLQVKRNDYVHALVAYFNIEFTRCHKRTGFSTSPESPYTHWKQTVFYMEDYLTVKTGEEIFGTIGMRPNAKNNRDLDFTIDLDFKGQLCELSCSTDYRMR
LEDGF integ inh: blocks HIV-1 LEDGF/p75-dependent DNA integration | TR-FRET IN-LEDGF/p75 DNA integration, Eu/Cy5 | inhibition, % at 3.7 µM | 370,000 tested, 0.64% active | AID 743269;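 active = inhibition above the screen-wide mean plus 3 SD, cut at about 13% in these data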;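 also: signal is the Cy5 over europium emission ratio at 671 and 618 nm; 0% = plate median of compound wells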
NR1D1 modulator: modulators of human Rev-erb alpha DNA binding | P20393 | Rev-erbα–FITC-DNA binding, fluorescence polarization, 90 min | activity, % at 10 µM | 370,000 tested, 0.79% active;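 active = activity above about 14%, limit read from the data; passing the limit was not always enough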;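 also: 0% = DMSO wells with 35 nM protein and 100% = DMSO wells with 750 nM protein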
* marks the source's active call; other numbers are inactive results; nt = not tested or not shown.

SMILES	TCR-CD3 inh	SIAE primary	ABHD4 inh	rCAG binder	PG9 Ab binder	TDP2 absorb	HTRA1 inh	PRMT1 FP inh	LEDGF integ inh	NR1D1 modulator
CCOC(=O)[C@]12CCC=C1N(CCC1=CCCCC1)C(=O)[C@H](CC(=O)NCCCCc1ccccc1)C2	2	4	-2	4	1.1	5	nt	-2	2	-4
CN(C)c1ccc(NC(=O)COC(=O)CNC(=O)c2cccs2)cc1	6	-1	12	4	-7.1	-12	0	3	1	-2
O=C(NC(NCC1CCCO1)C(Cl)(Cl)Cl)c1cccc2ccccc12 (configuration not stated)	0	-1	2	-5	0.9	6	-4	0	2	2
O=Cc1ccc(N2N=C(c3ccccc3)CC2c2ccccc2)cc1 (configuration not stated)	-1	10	11	8	-0.4	-11	-47	2	-3	2
COc1ccc(CNS(=O)(=O)c2ccc(N3CCCC3)cc2Br)cc1	5	-1	5	2	-0.7	0	-18	-1	1	4
O=[N+]([O-])c1ccc(OCc2n[nH]c(=S)n2-c2ccccc2)cc1	-3	2	-4	2	-3.4	-1	7	2	2	-4
Cc1ncoc1C(=O)N1CCCC(C(=O)Nc2cccc(-c3ccc(F)cc3)c2)C1 (configuration not stated)	-4	-2	-3	0	0.5	-20	-4	-1	-2	-2
O=C(NN1CCOCC1)c1c(-c2ccccc2)sc2ccccc12	-2	4	-1	-3	1.6	2	-4	-2	1	0
CC(=O)N1c2ccc(S(=O)(=O)N3CCC(C(=O)Nc4ccccn4)CC3)cc2CC1C (configuration not stated)	-11	1	-1	0	0.0	-20	2	0	-4	-4
Cc1sc2nc(C(C)C)oc(=O)c2c1C	2	-3	3	0	1.4	-7	0	-1	-1	-3
CCOC(=O)C1CCCN(C(=O)c2ccc(SC(F)(F)F)cc2)CC1 (configuration not stated)	-8	2	-8	-3	-0.3	-4	nt	7	0	-3
Cc1cc(C)cc(NC(=O)CSCc2cnn(-c3ccccc3)c2-n2cccc2)c1	5	-11	-27	-4	-2.0	-17	-52	1	-1	4
Cc1ccc(S(=O)(=O)N2CCC(C(=O)Nc3nnc(C)s3)CC2)cc1	1	-2	-2	0	-0.5	1	5	2	3	3
CCc1ccc2c(COC(=O)c3n[nH]c4ccccc34)cc(=O)oc2c1	-2	0	-6	7	-0.8	4	-46	1	-4	10
COc1ccc(C(=O)Nc2sc(C(=O)N(C)C)c(C)c2C#N)cc1[N+](=O)[O-]	0	-8	11	21	-1.9	-2	3	0	0	2
Fc1ccc(-c2nc(-c3cccs3)[nH]c2-c2ccc(F)cc2)cc1	3	15	4	4	-2.6	-4	3	-1	2	2
COc1ccc(S(=O)(=O)N2CCOCC2)cc1C(=O)Nc1nc2ccccc2s1	4	-10	-6	4	-1.6	-10	-3	2	3	47*
CC(Nc1nc(N2CCNCC2)nc2ccccc12)c1ccccc1 (configuration not stated)	4	1	-2	-2	1.5	7	-21	-5	3	2
CCc1nnc(SCC(=O)NC2CCCCC2)nc1CC	7	-1	-1	-3	-0.9	6	0	1	-3	-3
CCC1C(=O)N(c2nc(C)cc(C)n2)N=C1C (configuration not stated)	1	4	7	2	-2.6	2	5	-4	1	0
CNC(=O)c1cc(Nc2nnc(-c3ccc(C)c(S(N)(=O)=O)c3)c3ccccc23)ccc1OC	1	-7	-1	1	-0.8	7	-15	-3	-1	-3
Cc1nnc(N2CCOCC2)c2nn(-c3cccc(Cl)c3)c(C)c12	-1	0	-4	-25	-0.4	-13	-4	-6	0	5
COC(=O)C1CN(Cc2ccc(OC)cc2)CCS(=O)(=O)N1Cc1ccc(Cl)cc1 (configuration not stated)	nt	-1	4	8	nt	-10	nt	3	-3	-3
CCN(CC)c1ccc(NC(=O)c2ccc3c(c2)OCO3)c(C)c1	2	20*	3	2	-7.7	4	1	-5	0	-4
O=C(CSC(=S)N1CCOCC1)Nc1ncc2c(n1)CC(c1ccco1)CC2=O (configuration not stated)	-7	-1	-2	-6	0.3	-2	11	2	-5	-2
O=C(COC(=O)CCSc1ccccc1)Nc1cc(F)ccc1F	-3	-11	0	-6	-1.4	-1	-3	-1	3	2
CN(C(=O)CC1C(=O)NCCN1Cc1cccc(C(F)(F)F)c1)C1CCOCC1 (configuration not stated)	3	3	-1	-8	-1.6	10	7	3	-1	7
CCOc1ccccc1-c1nc(-c2ccc(NC(=O)c3ccc(Br)o3)cc2)no1	-5	-111	-23	9	2.9	-9	nt	6	3	5
CCOC(=O)COc1ccc2c(C#N)c3ccccn3c2c1	-2	-1	1	1	-3.8	1	0	2	-4	2
Cc1ccc(-n2c(SCC(=O)Nc3ccccc3-c3ccccc3)nnc2-c2cccnc2)cc1	nt	-1	1	5	nt	-6	nt	-4	5	-1
CCCN(CCC)CCN1C(=O)C2C(C(=O)Nc3cccc(SC)c3)C3C=CC2(O3)C1C(=O)NC1CCCCC1 (configuration not stated)	3	2	6	3	-1.1	3	1	-6	2	5
O=C(O)c1c[nH]c2ccc(S(=O)(=O)N3CCOCC3)cc12	0	-6	-12	5	-1.9	-10	1	-2	2	-2
CC(C)(C)NC(=O)C(c1ccccc1F)n1c(=O)c(-c2ccccc2)nc2ccccc21 (configuration not stated)	-6	-1	1	-1	-0.8	4	nt	2	-1	-15
COc1ccccc1CN1CCN(C(=O)c2cccc3ccccc23)CC1	11	2	6	-5	0.2	3	nt	3	1	-2
O=C1CS/C(=N/N=C/c2ccncc2)N1	-2	5	8	1	-1.8	-12	nt	-3	1	-2
CC(C)Cn1cnc2c(SCc3ccccc3Cl)nc(N)nc21	6	2	0	0	-0.3	-4	-17	-2	-4	8
O=C(NCCc1ccc([N+](=O)[O-])cc1)c1ccccc1	4	5	2	0	-1.8	-9	-1	-4	5	-1
C[C@@H]1CN([C@@H](C)CO)C(=O)c2cc(Br)cnc2O[C@H]1CN(C)Cc1cccnc1	-2	5	-3	-2	-0.5	3	0	0	-3	5
CC1CN(C(=O)N2CCOCC2)CCN1C(=O)N1CCOCC1 (configuration not stated)	0	6	-4	0	0.0	-8	6	-2	2	1
COc1ccc(CCNC(=O)CCNC(=O)c2ccc([N+](=O)[O-])cc2)cc1	-2	-4	5	-2	-2.5	-6	7	-3	-6	3
O=C(Nc1ccc(Cl)cc1)C1Cc2c(-c3ccc4c(c3)OCO4)ccnc2O1 (configuration not stated)	6	-16	-7	5	0.7	-10	nt	-4	2	-4
Cc1ccc(S(=O)(=O)n2nc(OC(=O)c3ccco3)cc2N)cc1	-1	1	12	3	1.8	-1	1	10	-3	1
C(#Cc1c(-c2ccsc2)sc2ccccc12)c1ccsc1	-3	-1	-8	13	0.8	9	-20	2	2	8
CCC(CC)C(=O)NCCc1cc2c(C)ccc(C)c2[nH]c1=O	-1	4	-6	0	-1.2	16	7	-5	-5	-3
O=C(CCC1CCCN(C(=O)Cn2cnnn2)C1)NCc1ccc(F)c(F)c1 (configuration not stated)	-3	-1	0	-3	0.3	2	7	1	-3	-2
O=C(OCCN1CCN(C2=NS(=O)(=O)c3ccccc32)CC1)c1ccccc1F	5	-9	-4	-5	-0.3	4	4	4	1	-3
O=C(Nc1nnc([C@@H]2C[C@H](O)[C@@H](CO)O2)s1)Nc1cccc2c1CCCC2	-1	-5	-9	5	1.5	-9	nt	2	0	-5
O=C1NC(Cc2ccc(O)cc2)c2nc3ccc(F)cc3c(=O)n2-c2ncccc21 (configuration not stated)	3	0	6	4	-0.3	-13	1	-2	4	8
COc1ccccc1-c1nc(C#N)c(NCCCn2ccnc2)o1	7	0	-1	-6	0.5	-7	0	-2	0	-3
C/C(=N\Nc1ccc(S(=O)(=O)N2CCOCC2)cc1[N+](=O)[O-])C(C)C	-2	-7	-5	-1	-1.3	-9	-3	10	-3	3
COc1ccccc1NC(=O)CSc1nnnn1-c1ccccc1F	-3	3	4	-4	0.2	3	-5	6	-1	-1
Cc1ccc(Cl)cc1S(=O)(=O)N1CCC(C(=O)NC2CCN(Cc3ccccc3)CC2)CC1	-3	-1	0	1	-1.4	11	0	-3	3	2
CS/C(=N\NC(N)=O)c1ccccc1	4	6	-2	-2	2.5	5	-4	0	3	0
CN(CC(=O)Nc1cccc(F)c1)C(=O)c1ccc(N2CCOCC2)c([N+](=O)[O-])c1	7	0	0	2	-1.5	-5	4	-1	2	-2
CCO/N=C(\C)c1c(O)c(CC)c(-c2ccccc2)n(-c2ccccc2)c1=O	-4	-7	3	-7	-1.2	3	2	-1	-1	-1
Cc1ccc(NC(=O)c2ccccc2CCc2ccccc2)c(C)c1	-6	4	-7	-2	-0.2	-7	-8	1	3	5

More entries follow:
SMILES	TCR-CD3 inh	SIAE primary	ABHD4 inh	rCAG binder	PG9 Ab binder	TDP2 absorb	HTRA1 inh	PRMT1 FP inh	LEDGF integ inh	NR1D1 modulator
COc1ccc(-c2nnc(SCC(=O)Nc3ccc(C(=O)O)cc3)n2-c2ccc(Cl)cc2)cc1	2	0	-28	46*	-0.1	-5	-17	-3	6	-2
Cc1ccc(NC(=O)Nc2cnc3ccccc3c2)cc1	3	-3	-10	12	-1.7	-5	-11	1	-4	-8
O=C(NCc1cccnc1)c1ccccn1	4	9	-6	0	0.9	-2	-2	-3	0	3
Cc1ccc(N2C(=O)CC(c3ccsc3)C3=C2CC(C)(C)CC3=O)cc1 (configuration not stated)	9	-2	-2	-8	1.4	7	-4	0	0	-1
COc1ccc(C(=O)Nc2cc(C)on2)cc1[N+](=O)[O-]	-2	-3	4	1	-0.8	2	4	-3	-1	3
Cc1cccc(Oc2ccc(S(=O)(=O)N3CCCCC3)cc2N)c1	-3	-1	3	0	-0.7	-1	-14	3	-6	3
CCCn1c(C)cc(C(=O)COC(=O)CN=C2NS(=O)(=O)c3ccccc32)c1C	2	6	-3	0	-0.8	-9	2	-1	1	-8
CCOC(=O)C1CN(C(=O)OCC)CC1=NNC(N)=O (configuration not stated)	2	5	-2	-1	-0.3	-9	0	-3	-1	5
Cc1ccc(CNC(=O)COC(=O)CSc2ccc(Br)cc2C)cc1	4	-5	4	0	-2.1	8	-23	0	-2	2

Some of the compounds tested; the hit share may differ from the screen's.
